Screens from PubChem.
IL-2 act = qHTS of IL-2 Activators; activation, % (series mostly up to about 46 µM); IL-2 activation reporter assay, cell-based qHTS; stimulated with anti-CD3/CD4/CD28 beads; in transgenic mouse T cells; AID 652025, 2013; actives 0.065% (n = 360,000); in the data active means activation above about 50%; inconclusive means mostly about 30% to 49%; further: 0% is about no effect
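Using fluorescent plate cytometry, EGFP and DsRed are detected in transgenic mouse T cells stimulated 18 h at 37 degrees C with antibody-coated beads after 60 min compound pretreatment.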
HepG2 tox = qHTS for Inhibitors of TGF-b: Cytotox Counterscreen. Potency, µM (series often up to 46.1 µM), for inactives: at the top dose activity change, negative = cytotoxicity, most hits filed as cytotoxic. HepG2 CAGA-GFP viability, ATP luminescence, 18 h. actives 0.76% (n = 410,000); further: potency means the concentration at half of the fitted maximal effect; some results filed as inactive show a strong effect at the top dose
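CellTiter-Glo luminescence gave cytotoxicity after 18 hours at 37 degrees C. The cells were HepG2 CAGA-GFP in 1% FBS DMEM, stimulated with 500 pg/mL TGF-beta after compound addition. %Activity was normalised to no-cell wells (complete cell-killing) and DMSO (no toxicity), and curves were fitted and classified.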
ATXN viability = Viability Counterscreen for Primary qHTS for Inhibitors of ATXN expression; S2 cells (HEK-293 line with an ATXN2-luciferase reporter) viability, CellTiter-Fluor protease fluorescence, 24 h; Potency, µM (doses to about 56.7 µM), most hits filed as cytotoxic; actives 0.49% (n = 400,000); AID 651635, 2014; further: potency means the concentration at half of the fitted maximal effect; nearly all actives have a fitted effect of over 40% in size
Nrf2 block = Nrf2 qHTS screen for inhibitors; A549 ARE-Fluc reporter, luciferase luminescence, 18-24 h; Potency, µM (doses to about 46 µM), for the others: at the top dose activity change, negative = inhibition, most hits filed as inhibitors; actives 2.1% (n = 360,000); AID 504444, 2011; further: potency means the concentration at half of the fitted maximal effect; on the % scale 0 is the no-effect control and ±100 the full control effect; nearly all actives have a fitted effect of over 60% in size
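Quantitative HTS in A549 cells stably bearing an antioxidant response element-firefly luciferase construct. Inhibition of Nrf2-driven transcription was scored by luminescence after 18-24 h of compound exposure at 37 °C.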
EPAC2 ag = qHTS for Agonist of cAMP-regulated guanine nucleotide exchange factor 4 (EPAC2): primary screen; Potency, µM (titrated, usually from 154 µM), for inactives: at the top dose activation, actives largely listed as activators; actives 0.079% (n = 360,000); EPAC2 activation, biochemical qHTS; response scale: 100% = 6.5 mM cAMP response; Rap guanine nucleotide exchange factor 4 (Homo sapiens), Q8WZA2; further: potency means the concentration at half of the fitted maximal effect; nearly all actives have a fitted effect of over 50% in size
Target sequence (Q8WZA2 whole entry, looked up): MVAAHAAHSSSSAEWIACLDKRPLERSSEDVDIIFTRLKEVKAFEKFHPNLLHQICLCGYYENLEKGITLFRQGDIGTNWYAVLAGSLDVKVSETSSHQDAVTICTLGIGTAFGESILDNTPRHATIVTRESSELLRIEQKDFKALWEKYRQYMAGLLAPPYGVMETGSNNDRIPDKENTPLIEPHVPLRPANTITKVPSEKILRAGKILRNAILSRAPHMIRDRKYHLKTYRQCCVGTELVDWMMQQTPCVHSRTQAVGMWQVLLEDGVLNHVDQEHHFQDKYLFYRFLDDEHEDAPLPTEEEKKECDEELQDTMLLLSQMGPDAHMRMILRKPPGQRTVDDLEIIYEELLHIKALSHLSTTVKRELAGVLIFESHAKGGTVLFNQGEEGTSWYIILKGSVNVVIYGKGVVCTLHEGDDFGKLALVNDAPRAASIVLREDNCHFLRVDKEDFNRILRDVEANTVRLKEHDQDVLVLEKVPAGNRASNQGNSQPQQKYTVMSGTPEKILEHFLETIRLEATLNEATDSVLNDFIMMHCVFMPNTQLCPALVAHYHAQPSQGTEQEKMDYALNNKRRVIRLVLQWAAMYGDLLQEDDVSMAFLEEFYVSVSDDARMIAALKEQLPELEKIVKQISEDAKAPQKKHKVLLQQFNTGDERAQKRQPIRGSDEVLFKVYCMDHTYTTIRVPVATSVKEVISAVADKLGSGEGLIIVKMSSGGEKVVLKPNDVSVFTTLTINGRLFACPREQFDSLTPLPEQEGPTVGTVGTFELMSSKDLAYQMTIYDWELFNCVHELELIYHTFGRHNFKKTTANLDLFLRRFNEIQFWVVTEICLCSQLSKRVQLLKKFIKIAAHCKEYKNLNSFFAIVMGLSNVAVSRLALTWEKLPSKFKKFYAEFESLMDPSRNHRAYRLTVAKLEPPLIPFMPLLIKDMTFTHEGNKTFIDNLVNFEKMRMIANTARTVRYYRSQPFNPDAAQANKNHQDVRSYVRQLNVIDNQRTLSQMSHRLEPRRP
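Exchange assay: 100 nM EPAC2 with 250 nM Rap1B-BODIPY-GDP and 50 uM GDP. Fluorescence (ex 480/em 540 nm) read every 5 min for 30 min at room temperature. Data normalized to 6.5 mM cAMP as agonist control.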
ATXN2 expr inh = Primary qHTS for Inhibitors of ATXN expression | HEK-293 ATXN2-luciferase reporter, luminescence, 24 h | Potency, µM (highest dose often 57 µM), inactives show top-dose activity change, negative = inhibition, hits mostly inhibitors | actives 0.72% (n = 360,000); further: potency means the concentration at half of the fitted maximal effect; on the % scale 0 is the no-effect control and ±100 the full control effect; nearly all actives have a fitted effect of over 55% in size
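ATXN2-luciferase reporter cells (luciferase flanked by upstream and downstream ATXN2 gene portions) were treated 24 h at 37 °C with compounds at up to 57 uM. SteadyGlo luminescence gave expression; GF-AFC fluorescence gave viability.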
Nrf2 activator = qHTS of Nrf2 Activators; AREc32 ARE-luciferase reporter (MCF7-derived line), luminescence, 24 h; Potency, µM (titrated, usually from 46.1 µM), for inactives: at the highest dose activation, hits mostly activators; actives 0.31% (n = 410,000); AID 624171, 2012; further: potency means the concentration at half of the fitted maximal effect; % of control where 0% means no effect; nearly all actives have a fitted effect of over 65% in size
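AREc32 cells carrying an ARE-driven firefly luciferase reporter were seeded at 1000 cells/well in OPTI-MEM with 5% FBS, then exposed to compound for 24 hr at 37 deg C. Luminescence was read with Steady-Glo after 30 min at RT.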
TGFb inhibitor = qHTS for Inhibitors of TGF-b. Potency, µM (titrated, usually from 46.1 µM), for inactives: at the top dose activity, negative = inhibition, hits mostly inhibitors. actives 1.2% (n = 410,000). HepG2 CAGA-GFP TGF-b/SMAD3 reporter, GFP fluorescence, 18 h; TGF-beta stimulated, 500 pg/mL final. AID 588855, 2011; further: potency means the concentration at half of the fitted maximal effect; on the % scale 0 is the no-effect control and ±100 the full control effect; nearly all actives have a fitted effect of over 65% in size
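Smad-responsive CAGA-GFP expression was quantified in HEPG2 cells exposed to compounds and 500 pg/mL final TGF-beta for 18 h at 37 degrees C; unstimulated wells defined full inhibition.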
A549 viability = Nrf2 qHTS screen for inhibitors: counterscreen for cytotoxicity; A549 ARE-Fluc cells, CellTiter-Fluor viability, 18-24 h; Potency, µM (titrated, usually from 46 µM), for inactives: at the top dose activity change, negative = cytotoxicity, usual class: inhibitors; actives 0.16% (n = 390,000); AID 504648, 2011; further: potency means the concentration at half of the fitted maximal effect; on the % scale 0 is the no-effect control and ±100 the full control effect
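Cytotoxicity counterscreen: CellTiter-Fluor fluorescence was measured in A549 ARE_Fluc cells after 18-24 h of compound exposure in a concentration series. The subsequent BugLite luminescent read reports ARE-luciferase activity.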
An asterisk follows results filed as active; i = inactive; ? = inconclusive; · = no result given; [ ] = remark or other dose. Unless noted, the call rests on the fitted dose curve; in most records, active means well fitted curve in the direction sought with a large enough effect; inconclusive means small, poorly fitted or top-dose-only effect, or another doubt; inactive means no such curve, though single readings can be large; an effect the other way counts as inactive or inconclusive.

SMILES	IL-2 act	HepG2 tox	ATXN viability	Nrf2 block	EPAC2 ag	ATXN2 expr inh	Nrf2 activator	TGFb inhibitor	A549 viability
O=C(Cc1cc(=O)[nH][nH]1)N/N=C/C=C/c1ccccc1	0.3	-20%	i	20%	-19%	-9%	11%	6%	2%
CCOC(=O)N1CCN(C(=O)c2c(-c3ccccc3Cl)noc2C)CC1	0.3	-1%	i	1%	10%	6%	0.3%	10%	0%
Cc1ccc(Cl)cc1N(C)C(=O)c1sc2nc3n(c(=O)c2c1C)CCCC3	·	-17%	·	-6%	·	·	4.4%	3%	6%
CCNc1nc2c(c(=O)[nH]c(=O)n2C)n1CC(O)COc1ccc(Cl)cc1Cl (stereo not given)	·	-18%	·	-14%	·	·	-0.1%	·	-5%
CC1(C)OC(=O)C(=CNc2cccc(O)c2)C(=O)O1	-1.0	1%	i	5%	-2%	3%	-0.3%	22%	-13%
COc1ccc(CNC(=O)CCNC(=O)N2CC(=O)Nc3ccccc32)cc1	-1.3	3%	i	·	-1%	·	-0.6%	-1%	·
COc1cc(/C=C2/C(=O)c3cccc([N+](=O)[O-])c3C2=O)c(Br)cc1O	-1.5	-33%	·	-1%	-3%	22µM*	7.8%	?	-9%
O=C1CCc2cc(S(=O)(=O)N3CCCCC3)cc3c2N1CCC3	0.5	0%	i	-11%	4%	10%	0.5%	0%	-3%
COc1ccc(OCC(=O)Nc2cccc(NC(=O)c3ccco3)c2)cc1	-0.3	-94%	i	-10%	17%	·	5.8%	1%	6%
CCOC(=O)c1ccccc1NC(=O)NC(C)c1c(-n2cccc2)sc(C)c1C (stereo not given)	·	-25%	·	4%	·	·	2.9%	·	1%
Cc1cccc2c1cnn2C(=O)CCC(=O)N1CC(C)CC(C)C1 (stereo not given)	-0.8	-1%	i	4%	1%	-21%	-0.9%	5%	-2%
COc1ccccc1NC(=O)c1nn(-c2ccc(Cl)cc2)ccc1=O	2.0	-1%	i	·	-2%	5%	0.1%	10%	-1%
COc1ccc(NC(=O)CNc2cc(C)ccc2C)cc1S(=O)(=O)N1CCOCC1	0.2	4%	i	-19%	9%	4%	-0.9%	4%	1%
CN(CCCNC(=O)c1cc2c(=O)[nH]c3ccccc3c2n1C)Cc1ccccc1	0.3	-7%	i	10%	4%	·	-0.9%	11%	-4%
CCOc1ccc(NC(=O)CN(C)S(=O)(=O)c2ccc3[nH]c4c(c3c2)CCCC4)cc1	·	-18%	?	?	·	?	0.1%	?	-21%
O=C(CCS(=O)(=O)c1ccc(Br)cc1)N1CCN(Cc2ccccc2)CC1	0.4	-4%	i	·	4%	-11%	-0.6%	?	4%
COc1ccc(OC)c(-c2csc(NC(=O)C3=NN(c4ccccc4)C(=O)CC3)n2)c1	0.7	-16%	i	-20%	5%	-4%	3.4%	-26%	-3%
NNc1nc2cc3c(cc2s1)OCCO3	-0.2	-4%	i	11%	12%	·	21%	?	0%
Cc1ccc(C(c2nnnn2C2CCCCC2)N2CCc3ccccc32)cc1 (stereo not given)	0.3	11%	i	-12%	0%	2%	0.8%	-14%	1%
CC(C)(C)c1ccc(OCCC(=O)NNC(=O)c2ccccc2)cc1	-2.1	-30%	i	6%	-1%	-3%	-0.8%	4%	2%
CCCCc1ccc(N/C(N)=N/c2nc(C)cc(C)n2)cc1	2.8	16µM*	i	?	-5%	?	-2.3%	?	2%
CSc1ccc(CNC(=O)c2cc3cc(S(=O)(=O)N4CCCCC4)ccc3n2C)cc1	·	-11%	·	·	·	·	-0.4%	0%	-4%
CCOn1c(=O)c(-c2cccs2)[n+]([O-])c2ccccc21	-1.3	-4%	i	10%	-3%	-5%	4.4%	2%	-1%
Cc1nn(-c2ccccc2)c(N2CCCC2)c1/C=N/NC(=O)c1cccc(S(=O)(=O)Nc2ccc(Cl)cc2)c1	-0.2	-16%	i	5.8µM*	-5%	-10%	0.5%	5%	?
CCn1c(CN2CCOCC2)nc2cc(NC(=O)c3cccc([N+](=O)[O-])c3)ccc21	·	-15%	i	-6%	·	-9%	0.7%	-30%	5%

(more compounds)
SMILES	IL-2 act	HepG2 tox	ATXN viability	Nrf2 block	EPAC2 ag	ATXN2 expr inh	Nrf2 activator	TGFb inhibitor	A549 viability
Cc1ccc(S(=O)(=O)Nc2ccc3nc(C)oc3c2)cc1	-5.3	-21%	i	?	8%	-20%	2.1%	?	-4%
CCOC(=O)C1(CCOc2ccccc2)CCN(Cc2ccc3nonc3c2)CC1	-0.9	-24%	?	?	1%	-26%	4.5%	-13%	-2%
O=C(Nc1ccccc1)C1=C[C@@H](C2CC2)C[C@@H](OCCCCO)O1	0.1	6%	i	?	-2%	62%[activator]	2.3%	-1%	1%
CCN(CC)C(=O)c1sc(NC(=O)c2cc(-c3ccc(C)s3)nc3ccccc23)c(C(=O)OC)c1C	-0.4	1%	i	-23%	0%	-5%	2.9%	?	-3%
Cc1cc(Nc2ccccc2)c2c([N+](=O)[O-])cc(C)c(C)c2n1	-1.2	5%	i	·	-8%	-19%	3.6%	?	-2%
CCN(CC)CC(O)CN(c1ccccc1)S(=O)(=O)c1ccc2ccccc2c1 (stereo not given)	-3.9	-37%	i	23%	6%	-17%	-0.2%	5%	8%
CCCC(=O)N1CCC1(C)C(=O)Nc1ccc(C)c(C)c1 (stereo not given)	-0.2	-8%	i	·	0%	4%	0.0%[9.22 µM]	-7%	·
O=C(Nc1ccncc1)c1cccc(S(=O)(=O)N2CCCC2)c1	-0.7	0%	i	8.2µM*	6%	-17%	0.2%	1%	-19%
Cc1cccc(NC(=O)C2CCN(S(=O)(=O)c3cccs3)CC2)c1	-0.2	10%	i	-8%	-1%	3%	-0.3%	-7%	-2%
O=C(NC1CCCCC1)C1CCN(C(=O)c2ccccc2Cl)CC1	0.4	-11%	i	10%	7%	3%	-0.8%	-5%	?
O=C(N/N=C/c1ccc([N+](=O)[O-])o1)c1cn(-c2ccccc2)nc1-c1ccc(Cl)cc1	-0.3	-30%	i	10%	9%	·	-0.3%	-7%	12%
COc1ccccc1NC(=S)NCCc1ccc(OC)c(OC)c1	-2.1	-16%	i	-3%	15%	-10%	2.4%	-2%	3%
COc1ccccc1/C=N/NC1=NCCCCC1	-1.2	-4%	?	?	6%	3%	0.1%	-5%	-5%
Nc1scc2c(C(=O)O)nn(-c3ccccc3)c(=O)c12	0.3	0%	i	1%	-1%	3%	-0.9%	-16%	-5%
Cn1cc(SCC(=O)NCC2CCCO2)c2ccccc21 (stereo not given)	-2.9	-2%	i	18%	3%	1%	1.2%	4%	1%
Clc1ccc(-n2nnnc2-c2ccccc2)cc1	-4.6	-5%	i	·	2%	-20%	-1.9%	-3%	15%
CN(C)c1ccc(/C=N/NC(=O)c2ccc3c(c2)OCO3)cc1	-0.1	2%	?	?	15%	16%	2.4%	6%	-4%
NNC(=O)c1ccc(CSc2n[nH]c(=O)[nH]c2=O)cc1	-5.9	11%	i	7%	8%	4%	0.4%	-3%	5%
Cn1c(Nc2cccc(Cl)c2)nc2ccccc21	-0.6	-8%	i	11%	0%	10%	4.0%	-30%	0%
COc1cc(C2CC(c3cccs3)=NN2C(=O)CCl)ccc1OC(F)F (stereo not given)	-5.7	6.3µM*	·	-21%	10%	?	?	6.3µM*	-1%
C[C@H](CO)N1C[C@H](C)[C@@H](CN(C)Cc2ccc(C(=O)O)cc2)Oc2c(NS(=O)(=O)c3ccccc3)cccc2C1=O	0.1	-1%	?	?	-6%	13%	0.5%	-10%	-2%
CN(C)S(=O)(=O)N1CCN(C(=O)N2CCOCC2)CC1	-1.6	-4%	i	-4%	5%	-24%	-0.5%	3%	7%

Compounds listed so far containing a thiophene ring, fused or not (7):
SMILES	IL-2 act	HepG2 tox	ATXN viability	Nrf2 block	EPAC2 ag	ATXN2 expr inh	Nrf2 activator	TGFb inhibitor	A549 viability
Cc1ccc(Cl)cc1N(C)C(=O)c1sc2nc3n(c(=O)c2c1C)CCCC3	·	-17%	·	-6%	·	·	4.4%	3%	6%
CCOC(=O)c1ccccc1NC(=O)NC(C)c1c(-n2cccc2)sc(C)c1C (stereo not given)	·	-25%	·	4%	·	·	2.9%	·	1%
CCOn1c(=O)c(-c2cccs2)[n+]([O-])c2ccccc21	-1.3	-4%	i	10%	-3%	-5%	4.4%	2%	-1%
CCN(CC)C(=O)c1sc(NC(=O)c2cc(-c3ccc(C)s3)nc3ccccc23)c(C(=O)OC)c1C	-0.4	1%	i	-23%	0%	-5%	2.9%	?	-3%
Cc1cccc(NC(=O)C2CCN(S(=O)(=O)c3cccs3)CC2)c1	-0.2	10%	i	-8%	-1%	3%	-0.3%	-7%	-2%
Nc1scc2c(C(=O)O)nn(-c3ccccc3)c(=O)c12	0.3	0%	i	1%	-1%	3%	-0.9%	-16%	-5%
COc1cc(C2CC(c3cccs3)=NN2C(=O)CCl)ccc1OC(F)F (stereo not given)	-5.7	6.3µM*	·	-21%	10%	?	?	6.3µM*	-1%
